FLuc inh: Firefly luciferase inhibition profiling of diverse chemical library using quantitative high-throughput screening; Potency, µM (top dose mostly 115 µM), inactives show top-dose activity change, negative = inhibition, actives largely listed as inhibitors; AID 1347043, 2019; Luciferin 4-monooxygenase (Photinus pyralis), P08659; hit rate 2.5% among 76,000; purified P. pyralis luciferase, luminescence, biochemical; note: potency is the fitted concentration of half-maximal effect; nearly all actives have a fitted effect of over 65% in size
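Biochemical qHTS: compound (6-point titration) added to 10uM D-luciferin plus 10uM ATP in Tris acetate pH 7.5 buffer with Mg, Tween-20 and BSA, then purified enzyme at 10nM; light output imaged.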
GPT2 inhibitor: Primary qHTS assay for inhibitors of Glutamate pyruvate transaminase 2 (GPT2). Alanine aminotransferase 2 (Homo sapiens), Q8TD30. Recombinant GPT2, coupled pyruvate oxidase/HRP Amplex Red fluorescence. Potency, µM (series often up to 57.7 µM), without a hit: at the highest dose activity change, negative = inhibition, actives largely listed as inhibitors. hit rate 0.25% among 100,000. AID 1671188, 2021; note: potency is the fitted concentration of half-maximal effect; nearly all actives have a fitted effect of over 60% in size; many of its hits are not listed in these tables
Target sequence (Q8TD30 whole entry, looked up): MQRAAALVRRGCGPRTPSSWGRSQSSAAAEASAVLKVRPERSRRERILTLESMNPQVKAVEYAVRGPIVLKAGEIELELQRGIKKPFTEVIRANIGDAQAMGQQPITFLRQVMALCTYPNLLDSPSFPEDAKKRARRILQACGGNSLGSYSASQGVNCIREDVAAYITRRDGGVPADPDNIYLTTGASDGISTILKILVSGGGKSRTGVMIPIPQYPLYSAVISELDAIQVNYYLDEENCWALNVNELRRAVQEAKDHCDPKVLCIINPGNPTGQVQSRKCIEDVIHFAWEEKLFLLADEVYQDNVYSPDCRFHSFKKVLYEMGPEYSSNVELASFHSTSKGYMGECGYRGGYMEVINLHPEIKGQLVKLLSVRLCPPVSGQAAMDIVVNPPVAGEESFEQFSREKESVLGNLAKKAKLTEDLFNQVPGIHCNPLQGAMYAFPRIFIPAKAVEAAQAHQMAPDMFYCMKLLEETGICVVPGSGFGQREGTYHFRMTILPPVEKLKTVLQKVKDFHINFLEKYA
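GPT2 10ng/uL, a-KG 250uM, L-Ala 2mM, HEPES pH7.5 + 0.0001% Tween; 30 min RT. Then Amplex mix (PO/HRP/ThPP), 30 min RT dark, fluorescence. AOA 50uM used as positive control.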
SNCA expr inh: Primary qHTS assay for inhibitors of alpha-synuclein gene (SNCA) expression | Potency, µM (doses to about 57.2 µM), for inactives: at the top dose activity change, negative = inhibition, most hits filed as inhibitors | HEK-293 SNCA-luciferase knock-in, luminescence, 24 h | hit rate 0.17% among 140,000;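 note: potency is the fitted concentration of half-maximal effect; plate controls were DMSO cells for no effect and cell-free wells for full effect; nearly all actives have a fitted effect of over 45% in size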
HEK cytotox: Cytotoxic Profiling in HEK 293 Cell Line of Diverse Libraries Using Quantitative High-Throughput Screening | HEK 293 viability, ATP luminescence (CellTiter-Glo), 48-72 h | Potency, µM (titrated, usually from 115 µM), without a hit: at the top dose activity change, negative = cytotoxicity, usual class: inhibitors | hit rate 6.6% among 94,000 | AID 1345083, 2018; note: potency is the fitted concentration of half-maximal effect; nearly all actives have a fitted effect of over 60% in size
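Cells seeded first (HEK 293, 250 cells/well), then compound added by pintool. Incubation ran 48 or 72 hr at 37 degree Celsius. CellTiter-Glo was added and luminescence imaged after 10 min at room temperature.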
3T3 cytotox: Cytotoxic Profiling in NIH 3T3 Cell Line of Diverse Libraries Using Quantitative High-Throughput Screening | Potency, µM (highest dose often 96.7 µM), for inactives: at the top dose activity change, negative = cytotoxicity, actives largely listed as inhibitors | NIH 3T3 viability, CellTiter-Glo ATP luminescence, 48-72 h | hit rate 4.3% among 94,000; note: potency is the fitted concentration of half-maximal effect; nearly all actives have a fitted effect of over 55% in size
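ATP-dependent luminescence (CellTiter-Glo) served as the viability signal for NIH 3T3 cells treated with compound for 48 or 72 hr at 37 °C.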
SNCA viab count: GF-AFC viability counterscreen for inhibitors of alpha-synuclein gene (SNCA) expression. HEK-293-SNCA-luc viability, GF-AFC fluorescence, 24 h. Potency, µM (series often up to 57.1 µM), inactives show at the highest dose activity change, negative = cytotoxicity, hits mostly cytotoxic. hit rate 0.12% among 150,000;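 note: potency is the fitted concentration of half-maximal effect; 0% = DMSO-treated cells and -100% = medium-only wells without cells; nearly all actives have a fitted effect of over 30% in size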
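Cytotoxicity counterscreen: after 24 h compound treatment of genome-edited SNCA-luciferase HEK-293 cells, live-cell protease substrate GF-AFC read by fluorescence after 30 min; activity scaled between DMSO (0%) and medium-only (-100%), curves Hill-fitted.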
IP6K1 inh: Primary qHTS assay for small molecule inhibitors of Inositol hexaphosphate kinase 1 (IP6K1); Inositol hexakisphosphate kinase 1 (Homo sapiens), Q92551; IP6K1 kinase, ADP-Glo luminescence, 2 h; hits give low values; activity change, % (series mostly up to about 58 µM); hit rate 0.81% among 140,000; AID 1645851, 2021; in the data active = activity change below about -25%
Target sequence (Q92551 whole entry, looked up): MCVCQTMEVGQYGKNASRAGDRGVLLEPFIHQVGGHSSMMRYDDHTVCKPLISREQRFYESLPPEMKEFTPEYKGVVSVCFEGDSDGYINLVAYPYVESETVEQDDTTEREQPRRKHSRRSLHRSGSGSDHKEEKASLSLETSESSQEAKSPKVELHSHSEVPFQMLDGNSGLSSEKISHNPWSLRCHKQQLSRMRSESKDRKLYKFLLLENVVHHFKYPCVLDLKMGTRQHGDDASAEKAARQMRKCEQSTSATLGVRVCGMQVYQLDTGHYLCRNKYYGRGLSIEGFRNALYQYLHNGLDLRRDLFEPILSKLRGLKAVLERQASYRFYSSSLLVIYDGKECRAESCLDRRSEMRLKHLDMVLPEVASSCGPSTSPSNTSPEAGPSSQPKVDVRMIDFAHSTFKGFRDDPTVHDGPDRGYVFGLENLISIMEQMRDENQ
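ADP-Glo luminescence measures ADP made by human IP6K1 during a 2 h RT reaction with ATP/IP6 (mix at 1.3 mM/130 uM); top library doses 57.5 and 19.1 uM final.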
Starred values were filed as active, the others as inactive; i = inactive; u = inconclusive; x = no result given; [ ] = another dose, or the depositor's remark. Unless noted, calls come from the whole dose curve; as a rule, active = well fitted curve in the direction sought with a large enough effect; inconclusive = small, poorly fitted or top-dose-only effect, or another doubt; inactive = no such curve, though single readings can be large; an effect the other way counts as inactive or inconclusive. Unless noted, % is set by controls: 0 for no effect and ±100 for the full control effect. Only part of the results is shown; rates above refer to the full screens.

cpd | molecule | FLuc inh | GPT2 inhibitor | SNCA expr inh | HEK cytotox
1 | COc1ccccc1NC(=O)CN1C(=O)CCSc2ccccc21 | x | x | 18% | x
2 | CCn1nc(CC(C)C)cc1C(=O)N1CCCC1c1nonc1C (centres undefined) | 3% | 1% | -13% | -19%
3 | Cc1nc2nc(NCc3ccc(Br)cc3)[nH]n2c(=O)c1Cc1ccccc1 | x | x | -25% | x
4 | N[C@@H](CCC(=O)N[C@H](CSN=O)C(=O)NCC(=O)O)C(=O)O | x | -5% | -7% | x
5 | COc1ccc(C(=O)N2CCCN(C)c3ccccc32)c(OC)c1 | -18% | u | -5% | u
6 | Cc1ccc(C(=O)Nc2ccc3nc(SCC(=O)N4CCc5ccccc54)sc3c2)cc1 | x | x | 5% | x
7 | Cc1cccc(-c2cccc(CN3CCCC(C(=O)N4CCOCC4)C3)c2)c1 (centres undefined) | x | -34% | 5% | u
8 | Cc1noc(C)c1[S+](=O)([O-])N1CC(Oc2ccc(F)cc2F)C1 | x | i | 20% | -13%
9 | CC(C)N1C[C@H](O)C[C@H]1c1nnc2n1CCN(C(=O)C1(c3ccccc3)CC1)CC2 | -4% | 2% | -10% | i
10 | CCC1=C[C@@H]2CN(C1)Cc1c([nH]c3ccccc13)[C@@](C(=O)OC)(c1cc3c(cc1OC)N(C)[C@@H]1[C@@](O)(C(=O)OC)[C@H](OC(C)=O)[C@]4(CC)C=CCN5CC[C@]31[C@@H]54)C2 | x | i | u | x
11 | CCCC12CN3CC(C)(CN(C1)C3c1cn(C)c3ccccc13)C2=O (centres undefined) | x | x | 16% | x
12 | Cn1ncc2c(C(=O)N3CCC(C#N)CC3)cc(-c3ccc(C(F)(F)F)cc3)nc21 | x | x | x | u
13 | COC(=O)c1cccc(NC(=O)N(C)CCc2c(C)nn(C)c2C)c1 | x | x | 30%[activator] | x
14 | CCOC(=O)[C@H]1[C@@H](O)C(=O)N(Cc2ccccc2)C12CCN(C(=O)c1cc3ccccc3s1)CC2 | x | x | x | u
15 | COc1ccc(-c2nc(SCC(=O)NC3CCCC3)c(-c3ccccc3)[nH]2)cc1OC | x | x | 7% | x

cpd | 3T3 cytotox | SNCA viab count | IP6K1 inh
1 | x | -4% | 5
2 | u | -10% | 9
3 | x | 4% | 50
4 | x | 2% | x
5 | u | u | 8
6 | x | 11% | 10
7 | u | 7% | -5
8 | -18% | 2% | -6
9 | 2% | 0% | 3
10 | x | u | x
11 | x | -4% | 6
12 | u | x | -13
13 | x | 4% | 25
14 | u | x | 19
15 | x | -29% | 6

Next entries:
cpd | molecule | FLuc inh | GPT2 inhibitor | SNCA expr inh | HEK cytotox
16 | CCCNC(=O)O[C@@H]1CC[C@]2(C)C(CC[C@@H](O)[C@H]2CC(=O)NCc2ccc(F)cc2)[C@]1(C)CO (some centres undefined) | -2% | i | -6% | u
17 | CN1C(=O)C(c2ccccc2)CC12CCN(C(=O)C1(C(N)=O)CC1)CC2 (centres undefined) | 0% | 1% | 1% | 4%
18 | COc1ccc(CCNC(=O)c2cc(-c3ccc(C(F)(F)F)cc3)nc3c2cnn3C)cc1 | x | x | x | -1%
19 | O=c1c2nc(N3CCC(c4ccccc4)CC3)ccc2ncn1Cc1ccccn1 | 63µM* | -1%[88.5 µM] | -9%[87.6 µM] | u
20 | Cc1nc(-c2c3n(c(=O)n(CC(=O)Nc4ccc5c(c4)OCO5)c2=O)CCCCC3)no1 | -8% | 4% | 5% | 1%
21 | COC(=O)CCNC(=O)C1c2ccccc2C(=O)N(CC(C)C)C12CCCCC2 (centres undefined) | -3% | -10% | -6% | -10%
22 | Cc1cc(C)cc(NC(=O)CSc2nc3c(oc4ccccc43)c(=O)n2-c2ccccc2F)c1 | x | x | u | x
23 | CCc1ccc(NC(=O)Cn2c(-c3cncs3)nc3ccccc32)cc1 | x | x | -11% | x
24 | COC1=Cc2c(nc3n(c2=O)C(C)C(=O)NC3(O)C(C)C)OC=C1 (centres undefined) | x | -33%[27.3 µM] | x | x
25 | CCOc1ccc(S(=O)(=O)NCCc2csc3nc(-c4ccc(F)cc4)nn23)cc1 | x | x | -29% | x
26 | Cc1cc(C)c(NC(=O)Cn2c(=O)n(CC3CCCO3)c(=O)c3ccccc32)c(C)c1 (centres undefined) | x | x | u | x
27 | Cc1cccc(NC(=O)CCn2nc(C)c3c(C)n(-c4ccccc4)nc3c2=O)c1C | x | x | -25% | x
28 | Cn1c(=O)c2sccc2n2c(CCC(=O)NCc3ccccc3)nnc12 | x | x | -25% | x
29 | O=C(CNC(=O)c1cccc(-c2ccc(C(F)(F)F)cc2)c1)NCc1ccccc1 | x | 0% | -17% | u
30 | Cc1ccccc1C(=O)N1CCC2(CC1)CCN(Cc1cccs1)c1ccccc1O2 | -7% | -4% | 20% | u

cpd | 3T3 cytotox | SNCA viab count | IP6K1 inh
16 | -18% | 0% | 8
17 | -18% | 3% | -11
18 | -24% | x | -5
19 | -28%[138 µM] | -2%[87.6 µM] | -3
20 | i | -13% | 0
21 | -7% | u | 23
22 | x | 4% | 21
23 | x | -18% | 9
24 | x | -16% | 0
25 | x | -23% | 5
26 | x | -15% | 6
27 | x | -4% | 12
28 | x | 9% | 19
29 | u | 2%[12.5 µM] | -5
30 | u | -24% | 8

(continued)
cpd | molecule | FLuc inh | GPT2 inhibitor | SNCA expr inh | HEK cytotox
31 | CC(C)c1ccc(S(=O)(=O)c2nnn3c2nc(NCc2cccs2)c2sccc23)cc1 | x | x | 16% | x
32 | CNC(=O)[C@@H]1C[C@H](Oc2cccnc2)CN1C(=O)c1ccco1 | -14% | i | -18% | u
33 | COc1cccc(NC(=O)C2(C)CCc3cnc(N4CCOCC4)nc32)c1 (centres undefined) | 11%[172 µM] | -12%[88.5 µM] | -11%[87.6 µM] | u
34 | COc1ccccc1CNC(=O)CCCn1c(=O)c2ccccc2n(Cc2ccc(F)cc2)c1=O | x | x | 16% | x
35 | Cc1cc2c(-c3ccccc3C)nc(-c3c(C)noc3C)cc2[nH]1 | -17%[172 µM] | i | 0%[87.6 µM] | u
36 | Cc1cc2ncc(C(=O)NCc3ccccn3)cn2n1 | x | -13%[88.5 µM] | 14%[87.6 µM] | i
37 | COc1cc(OC)c(NC(=O)Cn2c(N(C)Cc3ccccc3)nc(C)cc2=O)cc1Cl | 2% | i | u | 22µM*
38 | COCCCNC(=O)N1CCC2(CC1)CC(N(Cc1ccc(F)cc1)C1CC1)CCO2 (centres undefined) | -6% | 0% | -12% | -19%
39 | Cc1cc(C)cc(C(=O)N2CCCN(S(C)(=O)=O)c3ccccc32)c1 | 5% | i | 19% | u
40 | C#CCNC(=O)c1nn(C)c2nc(-c3ccccc3OC)ccc12 | x | -3%[88.5 µM] | 18%[87.6 µM] | -26%[172 µM]
41 | COc1ccccc1-c1nnc2ccc(C(=O)NCc3ccc(Cl)cc3)cn12 | x | 3% | -16% | u
42 | CC(C)Cn1cc(NC(=O)Nc2cccc(C(F)(F)F)c2)c2ccccc2c1=O | x | x | -19% | x
43 | COCCNc1ccc2nnc(-c3ccccn3)n2n1 | 2%[230 µM] | -8%[88.5 µM] | -17%[87.6 µM] | 0%[230 µM]
44 | COc1ccc(Cl)cc1NS(=O)(=O)c1c(C)[nH]c(=O)[nH]c1=O | x | x | u | x
45 | Cc1ccc2[nH]c(CSc3nnc(NC(=O)c4ccccc4F)s3)cc(=O)c2c1 | x | x | -8% | x

cpd | 3T3 cytotox | SNCA viab count | IP6K1 inh
31 | x | 2% | -9
32 | -31% | u | 4
33 | u | -10%[87.6 µM] | 12
34 | x | 7% | 20
35 | u | -13%[87.6 µM] | -1
36 | i | -13%[87.6 µM] | 1
37 | u | -17% | -3
38 | -30% | 4% | -7
39 | 0% | 2% | -10
40 | -23%[138 µM] | 0%[87.6 µM] | 2
41 | u | -5% | 3
42 | x | -5% | 5
43 | u | 9%[87.6 µM] | 3
44 | x | 10% | 4
45 | x | -19% | 14

Entries of single compounds from above. Order of values: FLuc inh | GPT2 inhibitor | SNCA expr inh | HEK cytotox | 3T3 cytotox | SNCA viab count | IP6K1 inh
Profile of COc1ccccc1-c1nnc2ccc(C(=O)NCc3ccc(Cl)cc3)cn12 → x | 3% | -16% | u | u | -5% | 3
Profile of N[C@@H](CCC(=O)N[C@H](CSN=O)C(=O)NCC(=O)O)C(=O)O → x | -5% | -7% | x | x | 2% | x
Profile of Cc1ccccc1C(=O)N1CCC2(CC1)CCN(Cc1cccs1)c1ccccc1O2 → -7% | -4% | 20% | u | u | -24% | 8
Profile of COCCCNC(=O)N1CCC2(CC1)CC(N(Cc1ccc(F)cc1)C1CC1)CCO2 (centres undefined) → -6% | 0% | -12% | -19% | -30% | 4% | -7
Profile of CCCC12CN3CC(C)(CN(C1)C3c1cn(C)c3ccccc13)C2=O (centres undefined) → x | x | 16% | x | x | -4% | 6

The listing continues:
cpd | molecule | FLuc inh | GPT2 inhibitor | SNCA expr inh | HEK cytotox
46 | COc1ccc(C2CC(=O)c3c([nH]c(C(=O)OC4CCCCCC4)c3C)C2)cc1 (centres undefined) | x | x | -3% | x
47 | COc1cn(CC(=O)Nc2cccc(C)c2C)c(CN2CCCCC2)cc1=O | x | x | -11% | x
48 | COc1ccc2c(c1)NC(c1cccnc1)=NC(c1ccc(F)cc1)=N2 | x | x | 61%[activator] | x
49 | NCC(=O)NC1CC2(CCN(C(=O)c3ccccc3)CC2)c2ccccc21 (centres undefined) | x | i | 13% | -13%
50 | COc1ccccc1C(=O)N1CCN(Cc2ccccc2-c2ccc(C)c(Cl)c2)CC1 | x | -4% | -30% | u
51 | Cc1nc(N2CCC(C(=O)NCCC3=CCCCC3)CC2)cc(C(F)(F)F)n1 | -6% | -1% | -3% | u
52 | Cc1ccc(C)c(NC(=O)[C@H]2CCC[C@H]2NC(=O)c2cnc(C)cn2)c1 | 0% | i | 3% | 4%
53 | Cc1cn2nc(C(=O)N3CCC(NC(=O)c4ccccc4Cl)CC3)cc2c(=O)[nH]1 | -7% | -3% | 3% | 2%
54 | CN(C)CCNC(=O)c1nc2nc(-c3ccccc3)c(-c3cccnc3)cc2n1C | -5%[172 µM] | -7%[88.5 µM] | u | u

cpd | 3T3 cytotox | SNCA viab count | IP6K1 inh
46 | x | 4% | 2
47 | x | -3% | 36
48 | x | 4% | 9
49 | -1% | -10% | -2
50 | 35µM* | -8%[12.5 µM] | -4
51 | u | -2% | 4
52 | -7% | -14% | 7
53 | -28% | 1% | -7
54 | u | -8%[87.6 µM] | 6
